# Screening data as filed in PubChem.
# ERAP1 HTS inh = human ERAP1 aminopeptidase inhibitors, primary screen, biochemical, single point, plate reader. Endoplasmic reticulum aminopeptidase 1 (Homo sapiens), Q9NZ08. recombinant ERAP1, Leu-AMC fluorescence, 60 min. inhibition, % at 10.7 µM. 0.15% of 340,000 active;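 active = mean replicate inhibition of at least 30%, or all replicates individually reaching that 30% level; inactive = mean below 30% and not every replicate reaching it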;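 note: 0% = neutral control wells and 100% = L-leucinethiol positive control wells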
# RAD54 branch = inhibitors of human RAD54 branch migration, primary screen, biochemical, fluorescence, single point. DNA repair and recombination protein RAD54-like (Homo sapiens), Q92698. RAD54 Holliday junction branch migration, FAM/BHQ fluorescence. inhibition, % at 10.4 µM. 0.14% of 360,000 active. AID 602329, 2012;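 active = mean normalized replicate activity at least 40 and at least half of replicates scoring 40 or more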;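 note: 0% = median of neutral control wells and 100% = median of positive control wells; inhibitors cause a drop in the FAM fluorescence signal; in these data hits start at about 50%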
# Target sequence (Q92698 whole entry, looked up): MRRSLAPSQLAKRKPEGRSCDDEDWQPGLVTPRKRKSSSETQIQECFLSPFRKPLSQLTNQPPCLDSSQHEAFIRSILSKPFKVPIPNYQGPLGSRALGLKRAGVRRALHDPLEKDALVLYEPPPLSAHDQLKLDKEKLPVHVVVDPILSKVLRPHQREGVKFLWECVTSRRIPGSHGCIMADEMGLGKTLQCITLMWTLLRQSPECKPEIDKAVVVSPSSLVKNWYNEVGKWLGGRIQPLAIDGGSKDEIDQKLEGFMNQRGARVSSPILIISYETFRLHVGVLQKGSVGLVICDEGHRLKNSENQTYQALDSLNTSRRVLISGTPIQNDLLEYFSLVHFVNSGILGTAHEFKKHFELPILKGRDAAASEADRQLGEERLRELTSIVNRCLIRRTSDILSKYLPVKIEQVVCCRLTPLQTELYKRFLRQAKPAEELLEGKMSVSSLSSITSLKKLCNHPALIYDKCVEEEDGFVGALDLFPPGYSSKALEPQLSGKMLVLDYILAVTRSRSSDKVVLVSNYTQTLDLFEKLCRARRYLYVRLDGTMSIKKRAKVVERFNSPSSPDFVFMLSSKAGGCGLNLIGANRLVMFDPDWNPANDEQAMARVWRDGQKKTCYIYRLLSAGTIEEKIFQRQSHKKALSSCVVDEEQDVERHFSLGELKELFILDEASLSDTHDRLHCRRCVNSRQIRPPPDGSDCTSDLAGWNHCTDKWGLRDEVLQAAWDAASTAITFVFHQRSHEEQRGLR
# PGC1a acetyl inh = inhibitors of PGC1a acetylation signal, primary screen, cell-based, U2OS, AlphaScreen, inhibitor mode; 0.17% of 350,000 active; AID 651687, 2012; AlphaScreen anti-acetyl-lysine; with virally co-expressed GCN5 acetyltransferase; inhibition, % at 15.6 µM;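 active = every replicate shows inhibition of at least 40%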;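 note: 0% = neutral control wells and 100% = positive control wells; some results beyond the cut were filed as inactive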
# Cneo AK release = Cryptococcus neoformans cell lysis inducers, primary screen, AK release luminescence, single concentration; C. neoformans lysis, adenylate kinase release luminescence, 4 h; normalised: neutral wells 0, clomiphene wells 100; lysis activity, % at 15 µM; 0.2% of 360,000 active;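 active = mean lysis activity across replicates of at least 80%, whatever share of replicates individually reach that level; inactive = mean lysis activity below 80%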
#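 Assay system: Cryptococcus neoformans yeast cells / Dosing: single-point compound dose / Timing: 4 h at 37 °C static, read 1 h later / Measured by: luminescence of released adenylate kinase using an AK detection reagent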
# miR122 inh = miR-122 Renilla sensor signal increase in Huh7, primary screen, miR-122 inhibitor project, cell-based, single point, plate reader | Huh7 miR-122 Renilla luciferase sensor, 48 h; neutral wells = 0, positive control = 100 | 0.3% of 340,000 active | activation (reporter increase), % at 12.5 µM;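 active = mean replicate activation score at least 90 and every replicate individually at or above 90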;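 note: higher luciferase means less miR-122 activity so hits act as miR-122 inhibitors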
# E-selectin induc = E-selectin induction in HUVECs, primary screen, imaging, HUVEC, immunofluorescence imaging, single point; 0.37% of 260,000 active; activation, % at 7.58 µM; normalized: neutral wells 0, TNF-alpha wells 100; P16581;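 active = mean E-selectin-positive cell signal at least 10% of the positive control, reached in at least 60% of replicates, without over 20% cell loss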;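 note: in these data hits start at about 27%; measured in HUVEC primary endothelial cells; signal is the percent of cells scored E-selectin positive by PE staining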
#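 Test system: HUVEC; input: 3,000 HUVEC/well; measured by: immunofluorescence imaging; read-out: % PE-positive cells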
# PglD inh = C. jejuni PglD acetyltransferase inhibitors, primary screen, biochemical, DTNB colorimetric, single point; UDP-N-acetylbacillosamine N-acetyltransferase PglD (Campylobacter jejuni); purified PglD enzyme, DTNB colorimetric CoA detection; inhibition, % at 12.5 µM; 0.098% of 360,000 active; AID 602405, 2012; in the data active = inhibition above about 16%, passing the limit was not always enough; note: strong numbers were not always called active
# RAD52 anneal inh = RAD52 DNA annealing inhibitors, primary screen, biochemical, FRET, single point, set 2; DNA repair protein RAD52 homolog (Homo sapiens), P43351; recombinant RAD52 DNA annealing, FRET fluorescence; inhibition, % at 18.7 µM; 0.46% of 360,000 active; AID 651710, 2012;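 active = every replicate showing at least 50% inhibition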
# Numbers without * were called inactive; / = not tested or not shown; & = joins results of further samples; [ ] = dose if it differs, or a comment.
smiles | ERAP1 HTS inh | RAD54 branch | PGC1a acetyl inh | Cneo AK release | miR122 inh | E-selectin induc | PglD inh | RAD52 anneal inh
Cc1ccn2c(C(=O)CSc3ccccc3Cl)c(C)nc2c1 | / | 9 | -6 | 1 | 1 | / | 2 | /
CC1(C(=O)NS(=O)(=O)Cc2ccccc2C(F)(F)F)CCN1C(=O)Cc1ccsc1 (stereo not given) | 1 | -7 | 12 | -2 | -1 | 0.3 | 5 | -3
CN(Cc1ccccc1)c1nc2c(c(=O)n(C)c(=O)n2C)n1CCSc1ncccn1 | 1 | 8 | / | -1 | / | 0.1 | 4 | -1
O=C(O)Cn1nc(C(F)(F)F)c2c1CCC2 | / | 11 | -2 | -2 | -1 | / | -1 | /
CCC(=O)Oc1ccc2c(c1)O/C(=C\c1ccco1)C2=O | / | -26 | 7 | -5 | 2 | 0.2 | -12 | -87
NC1=C(O)C(=O)C(c2ccccc2)O1 (stereo not given) | 4 | 0 | 6 | -2 | / | 0.2 | 3 | -22
O=C(CN1C(=O)NC2(CCCC2)C1=O)OCCOc1ccc(Cl)cc1 | -1 | -1 | 1 | 0 | -3 | -1.2 | 2 | 1
CO[C@H]1CN(C)C(=O)c2ccc(NC(=O)C3CCOCC3)cc2OC[C@@H](C)N(C(C)=O)C[C@@H]1C | 0 | -8 | 3 | -2 | / | -0.2 | 2 | -7
O=C(NCc1ccccc1)N1CCCC1 | 1 | 0 | / | 0 | / | / | / | -6
O=C(C[C@H]1C[C@H]2c3cc(NC(=O)Nc4ccc(F)cc4)ccc3O[C@H]2[C@H](CO)O1)NC1CCCC1 | 0 | -7 | 5 | 0 | -1[16.7 µM] | 0.8 | -35 | -4
CCOc1ccc(-c2cnc(SCC(N)=O)nc2N)cc1 | / | 1 | 10 | 2 | -5 | / | 3 | /
Cc1ccc(S(=O)(=O)Nc2ccc3c(c2)CC(=O)N([C@@H](C)CO)C[C@H](C)[C@@H](CN(C)S(=O)(=O)c2cn(C)cn2)O3)cc1 | -3 | -10 | -3 | 0 | 5[16.7 µM] | 0.0 | -3 | 5
CCO/N=C(\C)c1c(O)c2ccccc2n(C)c1=O | / | 4 | / | 20 | / | 0.4 | -2 | /
COc1cccc(C=NNC(=S)NN=Cc2cccc(OC)c2OC)c1OC | -2 | -3 | -3 | 0 | / | 2.7 | 3 | -7
CO[C@H]1CC[C@H]2CCOc3ccc(C#N)cc3C(=O)N(C)CCCC(=O)N(C)C[C@@H]1O2 | 0 | 10 | / | -1 | / | -0.1 | 2 | 6
CCOC(=O)c1sc(NS(=O)(=O)c2ccc(F)cc2)nc1C | 6 | 5 | 9 | 1 | 26 | / | -2 | -22
CCOc1cc(C(c2c(O)nc(SC)[nH]c2=O)c2c(O)nc(SC)[nH]c2=O)ccc1O | 5 | -3 | 12 | -1 | 0 | 15 | 1 | -150
CCc1nnc(NS(=O)(=O)c2ccc(NS(=O)(=O)c3ccccc3)cc2)s1 | 0 | -11 | -9 | 1 | 0 | / | -4 | -4
CCc1nnc(NC(=O)c2cc(C)oc2C)s1 | 1 | 10 | -4 | 0 | 3 | -0.3 | 4 | -10
C[C@H](NS(=O)(=O)c1c(Cl)cccc1Cl)C(=O)NNC(=O)COc1ccccc1F | -1 | 2 | / | 0 | 12 | / | 2 | -15
COc1cccc(/C=N/NC(=O)c2ccc(-n3cnnn3)cc2)c1 | 1 | 15 | -84 | -5 | -3 | -1.3 | 3 | -6
COCC(=O)NC[C@@H]1[C@H](c2ccc(-c3ccccc3)cc2)[C@H](CO)N1C(C)=O | 2 | 3 | 2 | -4 | -12[16.7 µM] | 0.4 | -3 | -10
COC(=O)C1=C(CSc2nc3c(cc2C#N)CN(C)CC3)OC(N)=C(C#N)C1c1ccccc1F (stereo not given) | / | -30 | 5 | 1 | -4 | / | -4 | /
CC(=O)N(CCCN(C)C)c1nc2ccc(C)cc2s1 | 1 | / | -11 | / | 0 | / | / | -12
Cc1nn(C)c(C)c1S(=O)(=O)N1CCCC(C(=O)N2CCN(c3ccc(Cl)cc3)CC2)C1 (stereo not given) | / | -2 | -8 | -4 | 8 | / | -3 | /
COc1ccc(/C=C2\Oc3cc(OCC(=O)N4CCC(C(=O)O)CC4)ccc3C2=O)c(OC)c1 | / | -19 | -10 | -2 | -1 | / | -9 | /
Fc1ccc(/C=N/n2c(COc3ccccc3)n[nH]c2=S)cc1 | 0 | 0 | 1 | 0 | -8 | 0.3 | -1 | -5
O=C(Cc1ccc(Cl)cc1Cl)OCC(=O)N1CCCCC1 | 1 | -4 | / | 0 | -4 | -0.1 | 0 | -16
COC(=O)C1NN=C(C(=O)c2ccc(Cl)cc2)C1c1ccc(OC)cc1 (stereo not given) | 2 | 3 | / | 0 | / | / | -5 | -16
COc1cc(CCC(=O)OCc2nnc(-c3ccccc3)o2)cc(OC)c1OC | / | 6 | -8 | -2 | 1 | / | -5 | /
COCCN(C(=O)CSc1nn(-c2ccc(F)cc2)c(=S)s1)c1c(N)n(CC(C)C)c(=O)[nH]c1=O | 2 | 6 | -69 | -2 | / | 1.1 | -1 | 7
CC(C)(C)C(=O)Nc1ccccc1-c1nc2ccccc2[nH]c1=O | -1 | -3 | -7 | 1 | 0 | / | 3 | -3
O=C(C[C@@H]1C=C[C@@H](NC(=O)c2ccccc2)[C@@H](CO)O1)NCCc1ccncc1 | 0 | -10 | 0 | 0 | / | -0.1 | 0 | 3
Cc1cc(C)nc(N/N=C/c2c(C)oc3ccccc23)n1 | 0 | / | 10 | / | -3 | / | / | -15
CC(=O)C1=CCC(c2ccc(Cl)c(Cl)c2)N(S(=O)(=O)c2ccc(C)cc2)C1 (stereo not given) | 4 | -9 | 11 | 0 | 12 | -0.2 | 1 | -14
Cc1cc(C)c(-n2[nH]nnc2=S)c(C)c1 | / | 1 | / | -3 | 0 | 0.3 | 4 | -3
CO[C@H]1CN(C)C(=O)c2cc(NC(=O)Nc3ccccc3F)ccc2OC[C@@H](C)N(C(C)=O)C[C@H]1C | 1 | -3 | -2 | -5 | / | -0.1 | 2 | -1
O=C(NCC(=O)N1CCCCCC1)c1ccc(Cl)cc1 | -2 | -6 | 2 | 2 | -3 | / | -4 | -4
COc1ccccc1NC(=O)C1CCN(S(=O)(=O)c2cccc3nonc23)CC1 | -1 | -4 | 20 | -2 | 3 | / | 5 | -5
CCCC(=O)Nc1ccc2c(c1)nc(CN1CCN(C(=O)OCC)CC1)n2C | 1 | -8 | -5 | 0 | -3 | / | 2 | -10
CCN(CC(=O)NCc1ccc(Cl)cc1)C(=O)c1c(C)noc1C | 0 | -5 | 9 | 0 | -7 | / | 1 | -6
CCOc1ccc(-c2nn3c(-c4ccccc4)nnc3s2)cc1 | / | 4 | 7 | -1 | 6 | / | -2 | /
O=C(NC1CCCCCC1)C1CCCN1S(=O)(=O)c1cccc2cccnc12 (stereo not given) | -1 | -2 | 4 | 4 | 5 | / | 1 | -9
COc1ccc(CCNC(=O)CN(c2cc(OC)ccc2OC)S(=O)(=O)c2ccccc2)cc1 | -3 | -2 | / | 1 | / | -0.1 | 2 | -3
COc1ccc(S(=O)(=O)N2CCOC2CNC(=O)C(=O)NCc2ccccn2)cc1C (stereo not given) | 2 | 0 | / | 1 | -9 | -0.2 | -1 | -16
COC(=O)[C@H](Cc1ccccc1)NC(=O)NCCc1ccc(OC)cc1 | -1 | 3 | -2 | -2 | -5 | / | -9 | -5
O=C(COc1ccc(S(=O)(=O)NC2CCCCC2)cc1)Nc1ccc2c(c1)OCCO2 | -1 | 13 | / | -2 | 101* | 0.2 | -1 | -4
Cc1ccc(-c2cccc(C3CC=CC4C3C(=O)N(Cc3ccccc3)C4c3ccc4ccccc4c3)c2)cc1 (stereo not given) | 2 | 5 | / | -1 | / | -0.3 | 2 | -14
COC(=O)CN1C(=O)C2(C(C#N)=C(N)Oc3c2c(C)nn3-c2ccccc2)c2ccccc21 (stereo not given) | / | -2 | -7 | 1 | 3 | / | 4 | /
C/C(=N/NC(=O)c1sc(NS(=O)(=O)c2ccccc2)nc1C)c1sc(N)nc1C | 0 | -16 | 14 | -4 | 1 | / | 3 | -9
COCC(=O)Nc1ccc2c(c1)[C@H]1C[C@@H](CC(=O)NCCN3CCCCC3)O[C@@H](CO)[C@H]1O2 | 2 | -1 | 4 | 5 | -2[16.7 µM] | 0.4 | 4 | 36
O=C(COC(=O)c1cc(=O)c2ccccc2o1)Nc1c(F)c(F)c(F)c(F)c1F | 2 | -1 | 7 | 0 | -6 | / | 2 | -7
Cc1cc(NC(=O)C23CC4CC(CC(C4)C2)C3)n[nH]1 | 1 | / | -31 | / | / | 16 | / | -11
COc1ccc(NS(=O)(=O)c2ccc(N3CCOCC3)c(NC(=O)c3ccco3)c2)cc1 | -1 | 0 | -9 | 2 | 30 | -0.3 | 0 | -3
COc1cc(/C=C(\C#N)C(=O)NCC2CCCO2)ccc1OC(=O)c1ccco1 (stereo not given) | 3 | -3 | -3 | 1 | -1 | / | 4 | -13
O=C(CC1CC1)N1CC2(C1)[C@@H](c1ccccc1)[C@H](CO)N2CC1CCOCC1 | 0 | / | -1 | / | / | 0.1 | / | 3

# The list goes on:
smiles | ERAP1 HTS inh | RAD54 branch | PGC1a acetyl inh | Cneo AK release | miR122 inh | E-selectin induc | PglD inh | RAD52 anneal inh
O=c1cccccc1NCc1ccccc1 | 3 | 2 | / | -3 | 1 | 0.4 | 0 | -13
COc1ccc(NC(=O)N(C)C[C@H]2Oc3ncc(C#CCN(C)C)cc3C(=O)N([C@@H](C)CO)C[C@H]2C)cc1 | 0 | 5 | -1 | 51 | -4[16.7 µM] | 1.1 | 11 | -12
Cc1cccc(N2CC34C=CC(O3)C(C(=O)O)C4C2=O)c1 (stereo not given) | / | -1 | 3 | -1 | -1 | / | -3 | /
CCOC(=O)N1CCN(C(=O)c2ccc3c(=O)n(-c4ccc(F)cc4)c(=S)[nH]c3c2)CC1 | / | -30 | 3 | -2 | 4 | / | -1 | /
CCOC(=O)c1[nH]c(C)c(C(=O)OC(C)C(=O)Nc2ncc(Cl)cc2Cl)c1C (stereo not given) | / | -9 | -1 | -1 | 7 | / | -5 | /
CO[C@H]1CN(C)C(=O)c2cc(NC(=O)Cc3ccccc3)ccc2OC[C@H](C)N(C)C[C@H]1C | -1 | 13 | / | 7 | 1[16.7 µM] | 0.2 | 2 | 4
CN(C)CC(=O)Nc1ccc2c(c1)[C@@H]1C[C@@H](CC(=O)NCC3CC3)O[C@@H](CO)[C@@H]1O2 | 0 | 13 | 5 | 0 | -1[16.7 µM] | 0.6 | 3 | 5
Cc1ccc(NC(=O)COC(=O)c2ccc3ncsc3c2)c(C)c1 | 1 | 2 | 0 | 0 | -5 | 0.3 | -1 | -7
C#CCNC(=O)C1=C[C@@H](C)[C@H](CCCO)[C@@H](OCC)O1 | 0&3 | 3 | -1&8 | 0&-25 | -2 | 0.1 | -3 | -1&3
Cc1cc(OC(C)C(=O)NCC2CCC(C(=O)O)CC2)c2c(C)c(Cc3ccccc3)c(=O)oc2c1 (stereo not given) | 0 | 4 | 5 | -2 | 7 | / | 3 | -8
